KKLEB tox: counter-screen for CF NF-kB inhibitors: cytotoxicity. KKLEB CF airway cells viability, ATPlite luminescence, overnight; stronger effect = lower value; cells stimulated with P. aeruginosa culture filtrate. activity change (cytotoxicity), % at 5 µM. 0.36% of 360,000 active;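 active means corrected activity change at or below -50% at 5 µM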
LRH-1 inv ag: NR5A2 inverse agonism in reporter assay. O00482. HEK293T StAR-luciferase reporter, LRH-1 transfected, 24 h. inhibition, % at 3.6 µM. 0.13% of 360,000 active. AID 602396;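 active means inhibition above the mean inhibition of all tested compounds plus 3 SD, cut at about 73% in these data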;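 further: 0% = DMSO wells and 100% = reporter-only cells lacking LRH-1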
NR2F2 inh: NR2F2 (human) inhibition, primary screen. AID 686940. HEK293T NGFI-A luciferase reporter, luminescence. 0.7% of 370,000 active. inhibition, % at 8.6 µM;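 active means inhibition above a per-plate cutoff, mean inhibition of test wells between control levels plus 3 SD, cut at about 38% in these data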;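 further: cells cotransfected with COUP-TFII expression vector driving the NGFI-A reporter; 0% = median of COUP-TF2 test wells and 100% = reporter-only cells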
LMP1 NFkB inh: Epstein-Barr LMP1 NF-kappaB reporter inhibition; LMP1-induced NF-kappaB luciferase reporter cells, luminescence; inhibition, % at 12.5 µM; 0.69% of 350,000 active; AID 504558; in the data active means inhibition above about 41%;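 further: 0% = neutral control wells and 100% = reference inhibitor control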
Shn3 3UTR inh: reduces Shn3 3'UTR luciferase signal in osteoblasts; AID 588674; Clone20 osteoblast Shn3 3'UTR firefly luciferase, 24 h; inhibition, % at 12.5 µM; 0.52% of 360,000 active;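 active means mean inhibition of at least 75% with every replicate also reaching 75%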;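 further: 0% = median of neutral control wells and 100% = pilot-screen positive control compound; some compounds past the cut are filed as inactive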
TWEAK-Fn14 inh: inhibitors of TWEAK-Fn14 interaction signaling; inhibition, % at 10 µM; AID 1159606; 2% of 360,000 active; TWEAK-stimulated Fn14 reporter cells, luciferase luminescence, 8 h; in the data active means inhibition above about 50%
TRAIL sens C8: caspase-8 TRAIL sensitization. NB7+C8 cells + TRAIL, ATPlite viability luminescence. inhibition (viability loss, TRAIL sensitization), % at 10 µM. 1% of 360,000 active;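 active means compounds causing at least 50% loss of cell viability in the single-dose screen, relative to plate controls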
TROY NFkB inh: TROY signaling inhibition; Q293 LMP1-TROYcd NF-kB luciferase reporter, 4 h; inhibition, % at 10 µM; 0.98% of 360,000 active; AID 1347056;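 active means compounds whose plate-normalised and pattern-corrected inhibition of the luciferase reporter signal at the single screening dose is 50% or more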
NCOA1 inh: inhibitors of human steroid receptor coactivator 1 (SRC1). 0.12% of 360,000 active. HEK293 GAL4-SRC1 luciferase reporter, luminescence. Q15788. inhibition, % at 3.6 µM;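 active means inhibition above the campaign mean plus 3 SD, with each screening campaign given its own cutoff, cut at about 60% in these data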;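 further: 0% = DMSO treated cells and 100% = gossypol at 36 µM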
NCOA3 inh: human NCOA3 inhibition; Q9Y6Q9; HEK293 GAL4-SRC3 luciferase reporter, luminescence; inhibition, % at 3.6 µM; 0.17% of 360,000 active;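 active means inhibition above a per-campaign cutoff, the mean of all compounds plus 3 SD, cut at about 60% in these data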;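 further: 0% = DMSO-treated cells and 100% = gossypol-treated cells at 36 µM; higher means less SRC3-driven luciferase light from the GAL4 reporter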
Target sequence (Q9Y6Q9 whole entry, looked up, the tested form may be a part): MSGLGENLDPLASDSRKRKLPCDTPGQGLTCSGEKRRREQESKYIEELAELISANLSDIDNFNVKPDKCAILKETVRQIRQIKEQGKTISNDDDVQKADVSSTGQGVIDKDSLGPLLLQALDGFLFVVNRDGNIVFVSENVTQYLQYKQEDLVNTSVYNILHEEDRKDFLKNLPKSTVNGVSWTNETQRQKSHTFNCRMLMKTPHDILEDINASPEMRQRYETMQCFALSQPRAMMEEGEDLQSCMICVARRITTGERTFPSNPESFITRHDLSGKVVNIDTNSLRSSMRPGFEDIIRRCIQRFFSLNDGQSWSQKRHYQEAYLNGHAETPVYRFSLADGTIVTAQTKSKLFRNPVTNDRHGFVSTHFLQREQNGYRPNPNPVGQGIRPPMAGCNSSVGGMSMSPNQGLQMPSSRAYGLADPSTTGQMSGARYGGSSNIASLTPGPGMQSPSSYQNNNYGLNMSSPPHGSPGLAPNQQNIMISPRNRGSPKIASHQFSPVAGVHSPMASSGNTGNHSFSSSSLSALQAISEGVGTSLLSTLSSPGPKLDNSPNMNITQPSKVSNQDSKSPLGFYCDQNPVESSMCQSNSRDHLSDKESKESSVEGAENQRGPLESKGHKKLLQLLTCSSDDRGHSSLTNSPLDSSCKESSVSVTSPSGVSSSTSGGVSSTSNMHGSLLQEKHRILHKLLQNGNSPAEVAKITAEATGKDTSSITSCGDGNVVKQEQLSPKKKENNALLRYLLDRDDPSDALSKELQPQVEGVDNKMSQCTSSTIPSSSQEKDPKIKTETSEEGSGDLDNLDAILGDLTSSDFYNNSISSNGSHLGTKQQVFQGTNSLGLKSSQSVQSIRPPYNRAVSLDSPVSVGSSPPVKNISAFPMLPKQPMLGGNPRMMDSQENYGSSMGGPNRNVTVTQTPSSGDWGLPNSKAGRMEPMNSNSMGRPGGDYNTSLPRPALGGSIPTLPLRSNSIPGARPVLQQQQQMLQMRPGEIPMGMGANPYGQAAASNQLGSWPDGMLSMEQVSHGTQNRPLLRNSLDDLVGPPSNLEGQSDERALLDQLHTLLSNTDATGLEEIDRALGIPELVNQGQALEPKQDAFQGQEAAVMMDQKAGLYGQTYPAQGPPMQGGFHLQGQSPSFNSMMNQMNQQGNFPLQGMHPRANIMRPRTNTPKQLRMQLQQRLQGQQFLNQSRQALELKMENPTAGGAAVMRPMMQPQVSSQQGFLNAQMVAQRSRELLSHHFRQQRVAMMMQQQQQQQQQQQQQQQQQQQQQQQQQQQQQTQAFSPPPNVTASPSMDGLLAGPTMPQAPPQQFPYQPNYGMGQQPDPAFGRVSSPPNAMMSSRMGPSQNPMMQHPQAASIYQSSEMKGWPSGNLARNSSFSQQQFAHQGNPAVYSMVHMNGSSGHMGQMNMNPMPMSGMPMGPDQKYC
CF NFkB inh: inhibitors of cystic fibrosis induced NF-kB. AID 588850. 0.86% of 360,000 active. inhibition, % at 5 µM. KKLEB NF-kB-GFP reporter, PAF-induced, GFP fluorescence overnight;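 active means at least 50% inhibition at 5 µM, scaled per plate between neutral and stimulator controls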;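 further: PAF is a Pseudomonas aeruginosa culture filtrate used as stimulus; plate controls were PAF-stimulated DMSO wells for no effect and unstimulated DMSO wells for full effect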
* = called active by the depositor; nt = no result given. The list is partial (hit frequency here may not be typical).

Start of the data: the first eleven records as a preview:
SMILES | KKLEB tox | LRH-1 inv ag | NR2F2 inh | LMP1 NFkB inh | Shn3 3UTR inh | TWEAK-Fn14 inh | TRAIL sens C8 | TROY NFkB inh | NCOA1 inh | NCOA3 inh | CF NFkB inh
OC[C@H]1O[C@@H](c2nc(-c3ccccc3Br)no2)[C@H](O)[C@@H]1O | -1 | 8 | 4 | nt | 6 | 33 | 39 | -8 | 14 | 16 | 10
Cc1ccc(S(=O)(=O)N(Cc2ccc(Cl)cc2)c2ccccc2C(=O)NCc2ccco2)cc1 | -20 | 24 | 16 | 0 | 25 | 13 | 10 | -2 | -2 | 10 | 13
CC(C)(C)OC(=O)NCCc1nnc(SCC(=O)Nc2cccc(Cl)c2)o1 | 19 | 3 | 13 | -7 | -27 | -12 | -2 | -18 | -7 | 8 | -10
O=C(c1ccc(Br)cc1)c1cc(-c2ccccn2)c(N2CCOCC2)s1 | -12 | 5 | -24 | -7 | -3 | -25 | -7 | -5 | -8 | 20 | -11
CCOC(=O)C1=C(c2ccccc2)O/C(=C(\C(=O)OC)C(F)(F)F)S1 | 11 | -6 | -13 | -10 | -4 | -5 | 1 | -21 | 4 | 27 | 9
Cn1c(SCC(=O)N2CCc3ccccc3C2)nnc1-c1ccncc1 | 6 | -14 | 0 | -2 | 3 | -10 | 14 | 12 | -3 | 11 | -5
COc1ccccc1NC(=O)NCCCCc1ccccc1 | -12 | 11 | -1 | -2 | 3 | -20 | 8 | -52 | -2 | 2 | 17
CCOC(=O)c1c(N)sc2c1CCC1C(=O)N(C3CCCCC3)C(=O)C21 (stereo unspecified) | 10 | -3 | 7 | -19 | 0 | 19 | 0 | -5 | -21 | -3 | -4
O=C(NCCOc1ccccc1)c1cc(C(=O)NCCOc2ccccc2)cc([N+](=O)[O-])c1 | 7 | -1 | -11 | -1 | 21 | 6 | 4 | 15 | 2 | 24 | -13
CCOC(=O)c1c2ccccc2[n+]([O-])n1CCO | 9 | 4 | -17 | 0 | 0 | 4 | 2 | 10 | -11 | -11 | 1
O=C1CN(C(=O)COC(=O)c2ccc(Cl)c(S(=O)(=O)N3CCCCC3)c2)c2ccccc2N1 | -3 | 8 | 8 | 4 | -4 | -8 | -5 | -3 | -7 | 2 | 4

Main list (from the top)
SMILES | KKLEB tox | LRH-1 inv ag | NR2F2 inh | LMP1 NFkB inh | Shn3 3UTR inh | TWEAK-Fn14 inh | TRAIL sens C8 | TROY NFkB inh | NCOA1 inh | NCOA3 inh | CF NFkB inh
OC[C@H]1O[C@@H](c2nc(-c3ccccc3Br)no2)[C@H](O)[C@@H]1O | -1 | 8 | 4 | nt | 6 | 33 | 39 | -8 | 14 | 16 | 10
Cc1ccc(S(=O)(=O)N(Cc2ccc(Cl)cc2)c2ccccc2C(=O)NCc2ccco2)cc1 | -20 | 24 | 16 | 0 | 25 | 13 | 10 | -2 | -2 | 10 | 13
CC(C)(C)OC(=O)NCCc1nnc(SCC(=O)Nc2cccc(Cl)c2)o1 | 19 | 3 | 13 | -7 | -27 | -12 | -2 | -18 | -7 | 8 | -10
O=C(c1ccc(Br)cc1)c1cc(-c2ccccn2)c(N2CCOCC2)s1 | -12 | 5 | -24 | -7 | -3 | -25 | -7 | -5 | -8 | 20 | -11
CCOC(=O)C1=C(c2ccccc2)O/C(=C(\C(=O)OC)C(F)(F)F)S1 | 11 | -6 | -13 | -10 | -4 | -5 | 1 | -21 | 4 | 27 | 9
Cn1c(SCC(=O)N2CCc3ccccc3C2)nnc1-c1ccncc1 | 6 | -14 | 0 | -2 | 3 | -10 | 14 | 12 | -3 | 11 | -5
COc1ccccc1NC(=O)NCCCCc1ccccc1 | -12 | 11 | -1 | -2 | 3 | -20 | 8 | -52 | -2 | 2 | 17
CCOC(=O)c1c(N)sc2c1CCC1C(=O)N(C3CCCCC3)C(=O)C21 (stereo unspecified) | 10 | -3 | 7 | -19 | 0 | 19 | 0 | -5 | -21 | -3 | -4
O=C(NCCOc1ccccc1)c1cc(C(=O)NCCOc2ccccc2)cc([N+](=O)[O-])c1 | 7 | -1 | -11 | -1 | 21 | 6 | 4 | 15 | 2 | 24 | -13
CCOC(=O)c1c2ccccc2[n+]([O-])n1CCO | 9 | 4 | -17 | 0 | 0 | 4 | 2 | 10 | -11 | -11 | 1
O=C1CN(C(=O)COC(=O)c2ccc(Cl)c(S(=O)(=O)N3CCCCC3)c2)c2ccccc2N1 | -3 | 8 | 8 | 4 | -4 | -8 | -5 | -3 | -7 | 2 | 4
CCCCNc1nnc(SCC(=O)c2c[nH]c3ccccc23)s1 | -2 | 18 | 19 | -3 | 3 | 12 | 1 | 10 | 2 | 4 | 9
O=C(NCCCN1CCCC1=O)c1cc2ccccc2o1 | 14 | 6 | 4 | 29 | -22 | 2 | -7 | -39 | -1 | -12 | -20
CC1(C)OC(=O)NC1c1ccccc1 (stereo unspecified) | -1 | 33 | 8 | 1 | -5 | 2 | 5 | -6 | 5 | -6 | 6
COc1ccc(NC(=O)COC(=O)C23CC4CC(CC(O)(C4)C2)C3)cc1Cl | -4 | 5 | -28 | -19 | -4 | -34 | 8 | -6 | -32 | -23 | -8
NC(=S)NN=C1c2cc(Cl)ccc2-c2c1cc(Cl)cc2[N+](=O)[O-] | 6 | 2 | nt | 8 | 17 | 101* | 34 | 47 | -7 | -9 | -183
CCn1c(-c2cc3ccccc3cc2O)n[nH]c1=S | 7 | -2 | 1 | 5 | 3 | 27 | -9 | -21 | 8 | 0 | 17
CCCc1nc(SCC(=O)Nc2ccc(S(=O)(=O)N(C)C)cc2)c2ccccc2n1 | 1 | 15 | 20 | 15 | 18 | 8 | 11 | 12 | 10 | 13 | 2
CCCCC(=Nc1ccc(N)cc1)C1=C(O)C(C(=O)OC)C(C)(C)CC1=O (stereo unspecified) | -13 | 1 | 7 | 20 | -11 | -2 | -12 | 4 | -10 | -6 | 13
Cc1cc2nccc(-c3ccc(Cl)cc3Cl)n2n1 | -7 | 3 | 20 | -1 | -30 | -17 | 7 | 0 | 15 | -5 | -15
Cn1cc(-c2ccno2)c(C(=O)O)n1 | 6 | 9 | -19 | 8 | -15 | 4 | 1 | 16 | -8 | -4 | 4
O=C(c1cccc(S(=O)(=O)NCc2ccccc2)c1)N1CCCC(C(F)(F)F)C1 (stereo unspecified) | -5 | -1 | 2 | 0 | 13 | -16 | -15 | 17 | -25 | 17 | 12
C=CCOc1ccc(/C=N/NC(=O)C2CCCC2)cc1OCC | 15 | -2 | 2 | -5 | -12 | -7 | -6 | 7 | 9 | 1 | -26
CCOC(=O)C1C(=O)NC(N2CCN(c3ccccc3)CC2)=NC1c1ccccc1 (stereo unspecified) | -12 | -1 | -14 | -2 | 3 | -10 | -38 | -1 | -14 | -3 | -5
CC(C)(C)C(=O)NC(Nc1cccc2cccnc12)C(Cl)(Cl)Cl (stereo unspecified) | -5 | 5 | 20 | -11 | 39 | -1 | -2 | -11 | -1 | 9 | 8
Cc1ccc(OC2CCN(C(=O)C3CCC(=O)N(C4CC4)C3)CC2)cc1 (stereo unspecified) | -4 | 9 | -18 | 12 | 12 | 5 | -1 | -23 | 5 | 2 | 6
CC(C)CCN1C(=O)c2ccccc2C1c1nnnn1-c1ccc2c(c1)OCCO2 (stereo unspecified) | nt | 24 | -28 | nt | nt | -9 | -2 | -3 | nt | nt | nt
CC1CCN(CC(=O)Nc2ccc(S(=O)(=O)N3C(C)CCCC3C)cc2)CC1 (stereo unspecified) | -10 | 1 | -9 | -4 | 9 | 0 | 1 | 3 | 3 | 8 | -4
COC(=O)c1ccc(COc2ncnc3c(Cl)cc(Cl)cc23)o1 | -4 | 1 | 4 | 3 | 2 | -1 | -10 | -3 | -11 | -6 | 8
COc1cccc(OC)c1C(=O)OCc1c(-c2ccccc2)ncc2ccccc12 | -4 | 9 | -17 | -4 | 12 | 5 | -16 | 6 | -10 | -6 | 10
CCOCc1nnc(NC(=O)c2cc(Cl)ccc2OC)s1 | -4 | 3 | 7 | 5 | -5 | -20 | 16 | -11 | -47 | -7 | 9
Cc1ccccc1NC(=O)/C(C#N)=C/c1ccccc1C(F)(F)F | -9 | 14 | 12 | 4 | 16 | -33 | -1 | -34 | 0 | 12 | -20
Cc1onc(-c2c(F)cccc2Cl)c1C(=O)N1CCN(c2ncccn2)CC1 | -1 | -1 | -4 | 2 | -3 | -3 | -5 | -11 | -10 | -6 | 6
CC(=O)c1cccc(NC(=O)C2=CC(c3ccc4c(c3)OCO4)=NS(=O)(=O)N2C)c1 | -8 | -5 | 3 | -8 | 2 | -3 | 6 | 0 | -18 | -10 | -16
O=C(COC(=O)c1ccc(F)cc1F)c1ccc[nH]1 | 5 | -3 | 10 | -10 | 0 | -25 | -24 | -47 | -4 | -9 | -2
O=C(NCc1cccnc1)c1cc2ccccc2oc1=O | 1 | -23 | -9 | 6 | 3 | 7 | -12 | -8 | 5 | 7 | 0
CC(=O)C1(O)CCC2C3CCC4CC(=O)CCC4(C)C3C(=O)CC21C (stereo unspecified) | -7 | -1 | 4 | -1 | 4 | 26 | -21 | -4 | 7 | -4 | 11
O=C(Cc1cccs1)Nc1ccc(NC(=O)c2ccco2)cc1 | -5 | -35 | -33 | -20 | 0 | -16 | 3 | -10 | -48 | -38 | -14
CCN(CC)C1=CC2=CC(=C(C#N)C#N)CCC2CC1 (stereo unspecified) | 5 | 8 | -15 | 0 | 17 | 8 | 6 | -10 | 5 | -8 | -218
CCOc1ccc2ccccc2c1C1NC(=S)N(C)C(C)=C1C(=O)OC (stereo unspecified) | 8 | 9 | -6 | -3 | 2 | 10 | 26 | 16 | 8 | 20 | 2
CC1CCc2ccccc2N1C(=N)N(C)C (stereo unspecified) | 12 | -7 | 13 | 3 | -1 | -16 | -23 | 7 | -3 | 16 | -16
CC(C)CCNC(=O)CN(C(=O)CCC(=O)Nc1ccccn1)c1ccc2c(c1)OCCO2 | -16 | 2 | 0 | -8 | 18 | 47 | 0 | 37 | 5 | -35 | 12
COc1ccc(CCNC(=O)C(=O)NCCOc2ccccc2)cc1OC | -12 | 1 | -10 | 14 | -10 | -4 | 1 | -2 | -21 | -1 | -22
COc1ccccc1NC(=O)Cn1c(C)cc(=O)c2cccc(OC)c21 | 3 | 26 | 51* | nt | 85 | 25 | 17 | 15 | 33 | 23 | -3
CCOC(=O)c1sc(NC(=O)Nc2ccccc2F)nc1C | -35 | -17 | 7 | 18 | 29 | 94* | 77* | 82* | 16 | 23 | 11
CC1CCCN(c2nc3nonc3nc2N2CCCC(C)C2)C1 (stereo unspecified) | -12 | 7 | -1 | -9 | 7 | -21 | -5 | 3 | -14 | -62 | 18
O=C(NC(C(=O)c1ccccc1)N1CCOCC1)c1cccs1 (stereo unspecified) | -1 | -36 | -11 | -9 | 0 | -1 | -3 | -17 | -7 | -4 | -17
COc1ccc(-c2nnc(SCC(=O)NCc3ccco3)n2C)cc1 | -17 | 7 | -6 | -3 | 5 | 5 | -2 | -10 | -10 | 6 | -17

High-throughput results (PubChem BioAssay)
